Screens deposited in PubChem by several laboratories.
DYRK1A inh = Dyrk1A (rat) kinase inhibition. Q63470. ADP-Glo luminescence, NFATc1 peptide. inhibition, % at 12.5 µM. 0.43% of 310,000 active. AID 504441; in the data active = inhibition above about 50%;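 also: plate controls were vehicle with enzyme for no effect and no enzyme for full effect; many of its hits are not listed in these tables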
KCNQ1 pot = potentiates or activates the human KCNQ1 potassium channel | CHO-K1 KCNQ1, thallium flux FluxOR fluorescence; hits give high values | P51787 | 0.35% of 310,000 active | AID 2648 | B-score at 10 µM;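 active = fluorescence ratio B-score, a plate-corrected score, at least three library SD, with initial intensity B-score within 5 SD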
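Assay system: stable KCNQ1 CHO-K1 line; medium: assay buffer, equal DMSO in all wells; timing: 90 min dye loading and 20 min compound exposure, both at room temperature; technique: kinetic FluxOR thallium fluorescence, 10-s 1-Hz baseline, 110-s post-stimulus read; read-out basis: B score of baseline-normalized fluorescence ratio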
hERG protect = hERG (human) protection from proarrhythmic block; Q12809; CHO-hERG, FluxOR thallium flux, dofetilide IC70 present; activation (rescue from dofetilide block), less the hit threshold, % at 10 µM; 0.51% of 310,000 active;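 active = activation above the mean of controls blocked by dofetilide plus 5 SD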;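 also: thallium influx through hERG after potassium depolarization seen as dye fluorescence rise; in these data hits start at about 4.7%; inactives centre near -7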
Target sequence (Q12809 whole entry, looked up): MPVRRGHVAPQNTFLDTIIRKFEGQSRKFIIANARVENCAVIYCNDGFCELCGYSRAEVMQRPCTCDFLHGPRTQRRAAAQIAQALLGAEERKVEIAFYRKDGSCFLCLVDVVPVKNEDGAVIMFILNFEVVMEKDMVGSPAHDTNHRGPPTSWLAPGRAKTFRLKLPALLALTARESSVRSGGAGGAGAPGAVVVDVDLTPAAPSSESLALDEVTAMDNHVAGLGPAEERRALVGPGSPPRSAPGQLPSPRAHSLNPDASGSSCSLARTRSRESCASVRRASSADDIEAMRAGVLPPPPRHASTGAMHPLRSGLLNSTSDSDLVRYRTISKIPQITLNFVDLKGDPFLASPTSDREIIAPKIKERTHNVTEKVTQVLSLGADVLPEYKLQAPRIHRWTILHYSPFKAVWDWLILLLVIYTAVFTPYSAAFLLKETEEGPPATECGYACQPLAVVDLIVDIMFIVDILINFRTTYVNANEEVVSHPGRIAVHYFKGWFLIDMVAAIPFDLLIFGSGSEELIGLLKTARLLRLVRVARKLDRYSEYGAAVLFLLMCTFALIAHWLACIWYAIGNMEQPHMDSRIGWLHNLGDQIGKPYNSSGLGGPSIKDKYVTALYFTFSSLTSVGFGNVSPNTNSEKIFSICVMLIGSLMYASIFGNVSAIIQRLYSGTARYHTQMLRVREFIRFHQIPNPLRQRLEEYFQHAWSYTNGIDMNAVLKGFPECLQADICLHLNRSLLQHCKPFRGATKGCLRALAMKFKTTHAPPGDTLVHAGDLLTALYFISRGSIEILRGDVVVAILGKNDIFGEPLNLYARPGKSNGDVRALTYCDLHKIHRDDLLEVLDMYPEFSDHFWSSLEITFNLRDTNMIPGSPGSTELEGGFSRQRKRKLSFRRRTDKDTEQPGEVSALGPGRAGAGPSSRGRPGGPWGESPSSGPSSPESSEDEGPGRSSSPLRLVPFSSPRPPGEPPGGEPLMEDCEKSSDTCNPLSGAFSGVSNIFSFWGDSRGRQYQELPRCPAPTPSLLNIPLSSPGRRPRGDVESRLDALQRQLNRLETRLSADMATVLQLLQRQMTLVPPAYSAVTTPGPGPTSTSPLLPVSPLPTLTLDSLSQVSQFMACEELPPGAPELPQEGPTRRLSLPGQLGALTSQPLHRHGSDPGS
KCNK3 block = human KCNK3 channel inhibition, primary screen. O14649. CHO-KCNK3 thallium flux, FluxOR fluorescence; hits give low values. B-score at 10 µM. 0.84% of 340,000 active. AID 602410;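 active = B-score under library mean minus 4 SD, starting fluorescence ratio at most library mean plus 5 SD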;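 also: more negative B-score means stronger inhibition of thallium flux through KCNK3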
GSK3B inh = blocks human GSK3beta kinase activity | GST-GSK3beta kinase, ADP-Glo luminescence, 60 min; hits give low values | P49841 | activity score (negative = inhibition), % at 10 µM | 0.038% of 300,000 active;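 active = more than half of replicate wells score below -50%, meaning over 50% inhibition versus plate controls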;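 also: 0% = median DMSO wells and -100% = median GW8510 positive control wells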
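Test system – GST-tagged human GSK3beta kinase, cell-free · Incubation – 60 min enzyme reaction, room temperature · Signal – ADP-Glo luminescence · Also added – peptide substrate and ATP at 25 µM · Controls – DMSO neutral wells and GW8510 at 20 µM as positive · Buffer or medium – Tris/MgCl2 kinase buffer · Measure – Luminescence-derived activity versus plate DMSO and GW8510 wells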
KCNK9 inh = blocks the human KCNK9 two-pore domain potassium channel; 1.2% of 310,000 active; B-score at 10 µM; Q9NPC2; HEK293 KCNK9, FluxOR thallium flux fluorescence; hits give low values;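 active = ratio B-score over 3 SD below the library mean, with starting fluorescence within 5 SD of its mean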;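 also: negative B-score means less thallium flux so channel inhibition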
GSK3A inh = blocks human GSK-3 alpha kinase | ADP-Glo luminescence, 60 min | inhibition, % at 10 µM | 0.1% of 320,000 active;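 in the data active = inhibition above about 50%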;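 also: GST-tagged GSK-3 alpha with peptide substrate and 25 µM ATP; 0% = DMSO neutral wells and 100% = GW8510 positive control wells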
RGS4 act = RGS4 potentiation or activation. 0.92% of 310,000 active. HEK293 M3R/inducible RGS4, carbachol calcium flux Fluo4; hits give low values. B-score at 10 µM;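 active = B-score of the integrated calcium signal more than 4 SD below the library mean, with starting fluorescence not abnormally high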;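 also: negative B-score means reduced calcium response which marks RGS4 activation or potentiation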
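System – HEK293 FlpIn-TREx cells, stable M3R, doxycycline-inducible RGS4 · Reagent – ECmax carbachol challenge · Times – compound preincubation 20 min at room temperature before agonist · Technique – Fluo4 fluorescence kinetic imaging of calcium · Measure – B score of integrated Fluo4 ratio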
KCNQ1 block = inhibitors of human KCNQ1 potassium channel; CHO-K1 KCNQ1, FluxOR thallium flux fluorescence; hits give high values; B-score at 10 µM; 1.3% of 310,000 active; AID 2642;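 active = compounds whose thallium flux B-score, printed positive for inhibition, exceeds three library SD while starting fluorescence stays within three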;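 also: channel opened by potassium depolarization with thallium stimulus after 20 min compound exposure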
HDAC3 inhib = inhibitors of human histone deacetylase 3; recombinant HDAC3, fluorogenic peptide/trypsin coupled, fluorescence; inhibition, % at 8.3 µM; 0.15% of 320,000 active; in the data active = inhibition above about 26%, passing the limit was not always enough
PolyA inh = yeast polyadenylation inhibition. S. cerevisiae SKY197-pL101 polyadenylation reporter, beta-gal luminescence; efflux-impaired pdr1/pdr3 knockout yeast; score 100 = 6 SD above DMSO. calls only at 12 µM. 0.02% of 300,000 active. AID 1875;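 active = lowest replicate activity score at least 50, where 100 means six control SD above control mean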;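 also: yeast exposed to compound for 9 h at 30 °C; higher score means more reporter readthrough which indicates perturbed polyadenylation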
* marks the source's active call; other numbers are inactive results; i = inactive; / = no result given. Not all compounds are listed (hit frequency here may not be typical).

SMILES	DYRK1A inh	KCNQ1 pot	hERG protect	KCNK3 block	GSK3B inh	KCNK9 inh	GSK3A inh	RGS4 act	KCNQ1 block	HDAC3 inhib	PolyA inh
CCn1c(C(O)c2ccc3c(c2)OCO3)nc2ccccc21 (centres undefined)	-8	i	-8	i	-1	i	0	i	i	2	i
CC(=O)Nc1ccc(S(=O)(=O)NC(=O)C23CC4CC(CC(C4)C2)C3)cc1	1	i	-8	i	5	i	3	i	i	-1	i
Cc1nn(C)c(NC(=O)c2ccc(Cl)cc2)c1Cl	0	i	1	i	2	i	-2	i	i	-2	i
COc1ccc(CC(=O)NNC(=O)c2ccc(SCc3cc(F)ccc3F)c([N+](=O)[O-])c2)cc1	1	i	-7	i	1	i	-6	i	i	-4	i
O=C(NCc1ccncc1)C1COc2ccccc2O1 (centres undefined)	3	i	-6	i	1	i	1	i	i	2	i
CC(C(=O)c1ccccc1)n1c(N2CCOCC2)nc2c1c(=O)n(C)c(=O)n2C (centres undefined)	6	i	-6	i	1	i	1	i	i	0	i
CC1=C(C(N)=O)C(c2ccc3c(c2)OCO3)n2nc(-c3cccc(C)c3)nc2N1 (centres undefined)	-8	i	-12	i	3	i	-2	i	i	4	i
CCOC(=O)CSc1nnc([C@H](Cc2ccccc2)NC(=O)OC(C)(C)C)o1	-3	i	-17	i	1	i	6	i	i	0	i
Cc1csc(NC(=O)c2cc3c(s2)-c2ccccc2OC3)n1	3	i	-7	i	1	i	0	i	i	-7	/
CCCc1nnc(NC(=O)CCC(=O)N2CCC(C)CC2)s1	-5	i	-4	i	-2	i	/	i	i	-7	i
Cn1ccnc1SCC(=O)Nc1cccc(S(=O)(=O)N2CCCCC2)c1	2	i	-12	i	2	i	-1	i	i	-2	i
COc1ccc(-n2c(=O)c3ccccc3n(CC(=O)c3ccccc3)c2=O)cc1OC	-9	i	-10	i	1	i	-2	i	i	-2	i
Cc1ccc2c(CC(=O)N3CCOCC3)coc2c1	-2	i	-8	i	-3	i	-2	i	i	-3	i
COc1cc(OC)cc(C(C)=O)c1	3	i	5.7*	i	2	i	/	i	i	-4	i
O=C(Nc1cccc2ccccc12)NC1CCCCC1O (centres undefined)	-2	i	-12	i	-1	i	1	i	i	-7	i
Nc1cnccc1C(=O)O	8	i	-7	i	-3	i	3	i	i	-18	i
CCN(CC)Cc1c(C(=O)N/N=C/c2cccc3ccccc23)nnn1-c1nonc1N	3	i	-6	i	2	i	3	i	i	-4	i
CCCN(Cc1cc2cccc(C)c2[nH]c1=O)S(C)(=O)=O	4	i	-5	i	3	i	-2	i	i	-1	i
COc1ccc(OC)c(C(=O)c2c(C)oc3cc([N+](=O)[O-])c(O)c([N+](=O)[O-])c23)c1	-12	i	-9	i	1	i	-4	i	i	/	i
O=C(Nc1nnc(C(F)(F)F)s1)c1ccc(N2C(=O)C3C4C=CC(C4)C3C2=O)cc1 (centres undefined)	4	i	1	i	-5	i	5	i	i	5	i
COc1ccc(OC)c(S(=O)(=O)N2CCC(C(=O)Nc3cccc(C)c3)CC2)c1	-5	i	-17	i	0	-7.9*	-3	i	6*	1	i
COC(=O)c1cc(NC(=O)CN(C)Cc2ccccc2)cc(C(=O)OC)c1	2	i	-16	i	0	i	2	i	i	-17	i
C/C(=N\OC(=O)c1ccccc1)c1c(C)nc2cc(C)ccn12	0	i	-7	i	2	i	0	i	i	4	i
O=C(c1ccc(CS(=O)c2cccc(Cl)c2)o1)N1CCCCCC1 (centres undefined)	0	i	-2	i	0	i	0	i	i	-2	i

Quoted from the listing:
In GSK3A inh, Nc1cnccc1C(=O)O reads 3
In GSK3A inh, COC(=O)c1cc(NC(=O)CN(C)Cc2ccccc2)cc(C(=O)OC)c1 reads 2
In KCNK9 inh, COc1ccc(OC)c(S(=O)(=O)N2CCC(C(=O)Nc3cccc(C)c3)CC2)c1 reads -7.9*

(list continues)
SMILES	DYRK1A inh	KCNQ1 pot	hERG protect	KCNK3 block	GSK3B inh	KCNK9 inh	GSK3A inh	RGS4 act	KCNQ1 block	HDAC3 inhib	PolyA inh
C=CCn1c(COc2ccccc2)nnc1SC(C)C(=O)N/N=C/c1cc(Cl)ccc1O (centres undefined)	-5	i	-13	i	3	i	-1	i	7*	10	i
C/C(=C\c1ccc(Cl)cc1)C(=O)c1c(C)cc(C)[nH]c1=O	-3	i	-6	i	2	i	-2	i	i	5	i
CCOc1ccc(/C=C/C(=O)NC2CCCCC2)cc1	5	i	-6	i	0	i	/	i	i	-13	i
Cn1cc(CNC(=O)c2cc(-c3ccc(Br)cc3)nc3ccccc23)cn1	-4	i	-19	i	-1	i	-2	i	i	1	i
CCCn1cnc2cc(NCc3ccccc3O)ccc21	4	i	-6	i	-1	i	-3	i	i	-2	i
COc1ccccc1NC(=O)NNC(=O)c1ccc2ccccc2c1O	-1	i	-17	i	6	i	-3	i	i	3	i
CCOC(=O)[C@@H]1[C@H]2COc3ccccc3[C@@H]2N2C(=O)N(c3ccc(F)cc3)C(=O)[C@]12C	-3	i	-10	i	0	i	-1	i	i	1	i
COc1cc(NS(=O)(=O)c2ccc(NC(=O)c3ccc(S(=O)(=O)N4CCCCC4)cc3)cc2)ncn1	-3	i	-8	i	-2	i	5	i	i	-3	i
CCN(CC)C(=S)NC(=O)c1cc(OC)c(OC)c(OC)c1	-5	i	-6	i	-1	i	-2	i	i	0	i
Cc1cc(C(=O)Nc2nccs2)c2cc(F)ccc2n1	/	i	-15	i	-25	i	6	i	i	-1	i
Cc1ccc(SCCCCN2CCOCC2)cc1	1	i	-5	i	0	i	3	i	i	0	i
C=CCC(C(=O)OC)(C(=O)OC)c1ccc(C(F)(F)F)cc1[N+](=O)[O-]	-3	i	-12	i	2	i	1	i	i	1	i
COc1ccc(CNC(=O)[C@@H](NC(=O)C2CCN(C(=O)[C@@H]3CCCN3C(=O)OC(C)(C)C)CC2)C(C)C)cc1	-5	i	-8	i	0	i	0	i	i	1	i
CC1=NN(C(N)=S)C(=O)C1N=Nc1ccc([N+](=O)[O-])cc1 (centres undefined)	3	i	-6	i	-7	i	2	i	i	2	i
CN1CCN(S(=O)(=O)c2ccc3c4c(cccc24)C(=O)N3)CC1	4	i	-27	i	1	i	-1	i	i	-12	i
CC(=O)N1CCN(C(=O)COC(=O)COc2ccc(C#N)cc2)CC1	-5	i	-12	i	3	i	0	i	i	3	i
CCCOc1ccc(NC(=O)C2CC(=O)N/C(=N/N=C(C)/C=C/c3ccc(N(C)C)cc3)S2)cc1 (centres undefined)	2	i	-5	i	-1	i	-1	i	i	4	i
c1ccc2c(c1)NC(CN1CCOCC1)CO2 (centres undefined)	-1	i	-12	i	-2	i	-3	i	i	-3	i
Clc1ccccc1/C=C/c1nc(-c2cccnc2)no1	6	i	-7	i	2	i	-3	i	i	1	i
CN(Cc1ccccc1)S(=O)(=O)c1cc2c3c(c1)CCN3C(=O)CC2	2	i	-12	i	-6	i	-2	i	i	-3	i
CCC(CC)=NNc1ccc([N+](=O)[O-])cc1[N+](=O)[O-]	-1	i	0	i	3	i	1	i	i	-5	i
CCCCn1c(SCC(=O)Nc2ccc(C)c(S(=O)(=O)N3CCOCC3)c2)nnc1C(CC)N(C)C (centres undefined)	10	i	-8	i	0	i	-3	i	i	1	i
COc1cc(Cl)cc(NC(=O)CCN2CCN(C)CC2)c1	-1	i	-1	i	2	i	0	i	i	-3	i
Cc1c2cnn(-c3ccccc3)c(=O)c2c(C)n1CCCC(=O)N1CCN(C)CC1	-9	i	-7	i	5	i	-1	i	i	-3	i
O=C(c1cc2cc(F)ccc2[nH]1)N(Cc1cccnc1)CC1CCCN(C2CCCCC2)C1 (centres undefined)	2	i	-15	i	-4	i	0	i	i	-10	i
Cc1ccc(S(=O)(=O)N2CCCC2)cc1C(=O)NCCN1CCOCC1	0	i	-7	i	-4	i	-2	i	i	-2	i
CCC1CN(C(=O)NCc2ccc(F)cc2)c2ccccc2O1 (centres undefined)	0	i	-2	i	3	i	1	i	i	-7	i
O=S(=O)(Nc1nc2ccccc2s1)c1ccc(Cl)nc1	13	i	-10	i	-11	i	-5	i	i	4	i
CC(C)Nc1nc(NNc2nc(Cl)nc(NC(C)(C)C)n2)nc(NC(C)C)n1	/	i	-5	i	-1	i	0	i	i	-4	i
CC(C)Cc1nc(Nc2ccccc2C#N)c2nnn(Cc3ccccc3)c2n1	-3	i	-1	i	0	i	-2	i	i	15	i
Cc1cc(C)n2nc(SCCOc3ccccc3)nc2n1	-3	i	-13	i	3	i	0	i	i	-5	i
COCCNC(=O)CCCn1c(=O)c2ccccc2n(Cc2cccc([N+](=O)[O-])c2)c1=O	-4	i	-10	i	5	i	-4	i	i	1	i
CCn1nc(C)c(CN2CCCC(CO)(Cc3cccc(Cl)c3)C2)c1C (centres undefined)	/	i	-12	i	1	i	-3	i	i	-5	i
CC(C)(C)NC(=O)NC(=O)COC(=O)c1cc(=O)[nH]c2ccccc12	-3	i	-20	i	0	i	-4	i	i	-1	i
COc1ccc(OC)c(NC(=O)CN(C)S(=O)(=O)c2ccc(Cl)cc2)c1	12	i	-16	i	7	i	1	i	i	2	i
O=c1c2cc(F)ccc2[nH]c(=S)n1CCCN1CCOCC1	-4	i	-12	i	0	i	1	i	i	-4	i

Continued, overlapping the part above by 2 compounds.
SMILES	DYRK1A inh	KCNQ1 pot	hERG protect	KCNK3 block	GSK3B inh	KCNK9 inh	GSK3A inh	RGS4 act	KCNQ1 block	HDAC3 inhib	PolyA inh
COc1ccc(OC)c(NC(=O)CN(C)S(=O)(=O)c2ccc(Cl)cc2)c1	12	i	-16	i	7	i	1	i	i	2	i
O=c1c2cc(F)ccc2[nH]c(=S)n1CCCN1CCOCC1	-4	i	-12	i	0	i	1	i	i	-4	i
COc1ccccc1/C=C/C=C(\C#N)C(=O)NC(C)c1ccccc1 (centres undefined)	2	i	-9	i	-3	i	-1	i	i	11	i
O=C(O)c1cccc(NC(=O)c2cn(-c3ccccc3)nc2-c2ccncc2)c1	5	i	-6	i	3	i	0	i	i	-5	i
Cc1cc(NCCO)nc(N2CCOCC2)n1	-3	i	-1	i	0	i	-1	i	i	1	i
CS(=O)(=O)c1ccc(C(=O)OCC(=O)NC(=O)C2CCCCC2)cc1[N+](=O)[O-]	3	i	-14	i	-1	i	0	i	i	-5	i
CCCCCN(C(=O)CCC(=O)OCC(=O)c1ccc(C(C)CC)cc1)c1c(N)n(CCCC)c(=O)[nH]c1=O (centres undefined)	-1	i	-6	i	0	i	-1	i	i	-3	i
